From PubChem
KDM5B inh: blocks human KDM5B histone demethylase activity; actives 2.6% (n = 220,000); Q9UGL1; KDM5B demethylase, FDH-coupled NADH fluorescence (FDH is formaldehyde dehydrogenase); AID 1347165; Potency, µM (doses to about 57.7 µM), for the others: at the highest dose activity change, negative = inhibition, usual class: inhibitors; active = well fitted inhibition curve with a large enough effect; inconclusive = small, poorly fitted or top-dose-only effect; inactive = no such curve, though single readings can be large or run the other way; also: 0% is about no effect; nearly all actives have a fitted effect of over 70% in size
Target sequence (Q9UGL1 whole entry, looked up): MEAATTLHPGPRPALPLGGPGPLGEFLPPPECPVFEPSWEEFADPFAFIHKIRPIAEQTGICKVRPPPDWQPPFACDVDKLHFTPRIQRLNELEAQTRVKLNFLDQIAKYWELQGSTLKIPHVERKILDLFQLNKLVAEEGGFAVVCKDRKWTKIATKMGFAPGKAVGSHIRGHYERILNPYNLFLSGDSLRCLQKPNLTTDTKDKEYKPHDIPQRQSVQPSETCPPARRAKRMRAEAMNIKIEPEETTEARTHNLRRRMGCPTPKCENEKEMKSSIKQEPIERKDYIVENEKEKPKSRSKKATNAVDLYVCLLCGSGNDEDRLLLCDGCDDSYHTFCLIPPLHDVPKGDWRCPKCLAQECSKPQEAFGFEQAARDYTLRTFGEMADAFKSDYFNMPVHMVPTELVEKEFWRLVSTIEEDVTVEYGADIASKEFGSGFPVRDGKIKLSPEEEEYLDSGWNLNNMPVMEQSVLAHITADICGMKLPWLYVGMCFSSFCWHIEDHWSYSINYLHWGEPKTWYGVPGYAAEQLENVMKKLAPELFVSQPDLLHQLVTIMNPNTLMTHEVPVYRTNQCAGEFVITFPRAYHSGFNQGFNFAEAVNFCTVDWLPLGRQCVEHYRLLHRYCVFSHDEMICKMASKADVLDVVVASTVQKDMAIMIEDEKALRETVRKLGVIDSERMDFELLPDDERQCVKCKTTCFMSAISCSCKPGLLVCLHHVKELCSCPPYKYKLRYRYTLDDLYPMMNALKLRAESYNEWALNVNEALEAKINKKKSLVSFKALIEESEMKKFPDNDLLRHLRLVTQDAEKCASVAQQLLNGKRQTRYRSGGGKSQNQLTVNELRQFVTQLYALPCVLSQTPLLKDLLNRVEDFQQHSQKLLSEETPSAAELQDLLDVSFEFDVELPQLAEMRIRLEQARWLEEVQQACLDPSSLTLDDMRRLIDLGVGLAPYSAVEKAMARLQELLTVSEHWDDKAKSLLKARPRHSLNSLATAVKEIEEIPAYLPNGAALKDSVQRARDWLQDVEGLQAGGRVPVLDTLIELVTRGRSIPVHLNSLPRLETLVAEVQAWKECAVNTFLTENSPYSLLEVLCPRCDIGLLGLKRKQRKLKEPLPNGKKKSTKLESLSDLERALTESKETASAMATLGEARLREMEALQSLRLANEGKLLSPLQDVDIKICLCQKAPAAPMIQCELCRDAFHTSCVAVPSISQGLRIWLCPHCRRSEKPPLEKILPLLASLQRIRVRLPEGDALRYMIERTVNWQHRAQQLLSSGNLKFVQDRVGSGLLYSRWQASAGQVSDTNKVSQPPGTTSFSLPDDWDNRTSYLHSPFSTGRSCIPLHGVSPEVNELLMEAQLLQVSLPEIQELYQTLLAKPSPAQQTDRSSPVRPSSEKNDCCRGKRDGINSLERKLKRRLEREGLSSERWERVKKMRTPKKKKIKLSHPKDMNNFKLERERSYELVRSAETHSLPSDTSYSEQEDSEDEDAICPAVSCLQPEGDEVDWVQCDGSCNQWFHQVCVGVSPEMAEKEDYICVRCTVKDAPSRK
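Coupled FDH/NAD⁺ fluorescence readout. KDM5BΔAP 200 nM final; compound titration, 10 min RT preincubation; substrate mix 12.5 µM H3K4me3, 25 µM 2-OG, 50 µM Fe(II), 100 µM ascorbate, 0.25 mM NAD⁺, 0.25 U/mL FDH; ΔRFU over 30 min.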
An asterisk follows results filed as active; u = inconclusive; [ ] = dose if it differs, or a comment. Potency is read from the fitted curve at half-maximal effect. Some of the compounds tested (hit frequency here may not be typical).

SMILES	KDM5B inh
CCN(CC)c1nc2ccccc2nc1C(=O)Nc1ccc(C)c(C)c1	4%
Cc1ccc(Nc2cc(C)nc3nc(-c4ccco4)nn23)c(Cl)c1	u
CCOC(=O)c1cnc2c(ccc3ccccc32)c1Nc1ccccc1O	0%
COc1ccccc1N1CCN(C(=O)CCc2conc2-c2ccc(C)cc2)CC1	1%
NC(=O)CO[C@@H]1CO[C@H]2[C@@H]1OC[C@@H]2NC(=O)C1CCCCC1	-13%[86.2 µM]
Cc1cc(C)c2oc(C(=O)Nc3cccc(Cl)c3C)cc(=O)c2c1	-6%
Cc1ccc(NC(=O)Cn2c(=O)n(CC3CCCO3)c(=O)c3ccccc32)cc1 (stereo not given)	u
CC(=O)c1cc(CN2CCCC(C(=O)c3cccc(OC(C)C)c3)C2)cs1 (stereo not given)	u
Cc1ccccc1-c1onc(C)c1C(=O)NCc1cccc(F)c1F	12%
Cc1cc(C)c2c(n1)nn1c(C)c(CCC(=O)Nc3cccc(C)c3C)c(C)nc21	-37%
Cc1nn2c(c1-c1ccccc1C(C)C)N(C(=O)c1cccc(C#N)c1)CCC2	15%[86.2 µM]
CCC(Cn1ccnc1)NC(=O)c1cccc(NCc2ccc(F)cc2)c1 (stereo not given)	20µM*
CSc1ccc(CNC(=O)C2CCN(C(=O)c3ncn4c3COC(c3ccccc3)C4)CC2)cc1 (stereo not given)	5%
CCOC(=O)c1cccc(NC(=O)CS(=O)(=O)Cc2nc(-c3ccccc3C)oc2C)c1	-8%
Cn1c(SCc2csc(-c3ccccc3)n2)nnc1C1CC1	3%
O=c1c2sc3ccccc3c2n(Cc2cccc(C(F)(F)F)c2)c(=O)n1-c1ccccc1	u
COc1cc2c(cc1NC(=O)C(C)Oc1ccccc1)oc1ccccc12 (stereo not given)	u
CCCCCNC(=O)Cc1csc2nc(C)c(-c3cc(C)n(-c4cc(Cl)ccc4C)n3)c(=O)n12	u
Cc1ccc(NC(=O)CCCc2nc3ccccc3o2)c(C)c1	15%
COc1ccccc1N1CCN([C@H]2[C@@H]3OC[C@@H](O3)[C@@H](NCc3ccc(F)cc3)[C@@H]2O)CC1	36%[activator]
COc1ccc(CN[C@@H]2CCC[C@@H](C(=O)N(C)Cc3cccnc3)CC(=O)N(C)C2)cc1	-28%
COc1ccccc1-c1nnc(SCc2nnc(C)o2)n1CCc1ccccc1	11%
COc1ccc(-c2nc(C)c(CCNS(=O)(=O)c3cc(Cl)ccc3Cl)s2)cc1	u
Cc1cccc2nc(-c3ccc(N(C)C)cc3)c(Nc3ccc4c(c3)OCO4)n12	u
Nc1nc(CN2CCN(C(=O)c3ccc(Cl)cc3)CC2)nc2ccccc12	5%

Next section
SMILES	KDM5B inh
COc1ccc2c(=O)c(-c3ccccc3)coc2c1C	u
Cc1nn2c(C)c(C(=O)N3CCN(c4ccccc4F)CC3)cnc2c1-c1ccc(F)cc1	-23%
CCc1ccc(C(=O)c2cn(CC(=O)Nc3cc(OC)ccc3OC)c3nc(C)ccc3c2=O)cc1	-26%
COCc1cc(C[C@H]2CNCC[C@H]2CC(=O)N2CCc3cc(OC)c(OC)cc3C2)no1	77%[activator]
Cc1cccc(N2CCN(C(=O)c3cn(CC(C)C)c(=O)c4c3c3ccccc3n4C)CC2)c1C	u
COCCn1ccc2c(OCC(=O)Nc3cccc(OC)c3)cccc2c1=O	u
Cc1oc2ccn(Cc3cccc(F)c3)c(=O)c2c1C(=O)N(C)Cc1ccccc1	-19%
COc1ccc(-c2nc3ccccc3s2)cc1NC(=O)COc1cccc(C)c1	14%
CC(O)CNS(=O)(=O)c1ccc(C(C)(C)C)cc1 (stereo not given)	26%
CCc1nc(NCCCO)c(C#N)c2c1CCCC2	u
O=C(NNC(=O)C1CCCC1)c1ccc(Cl)cc1	-19%
Cc1ccc(-c2nc(C(=O)N3CCN(c4ccccc4)CC3)no2)cc1	-7%
CC(C)NC(=O)C1CC(=O)N(c2n[nH]c3ccccc23)C1 (stereo not given)	-8%
CCc1ccc(CNC(=O)c2nnn(-c3ccc(C)c(F)c3)c2C)cc1	-7%
CCCSc1nc2c(c(=O)[nH]c(=O)n2C)n1CCOCC	u
O=C(NC1CC1)c1nc(-c2cccnc2)c2cnccn12	u
CS(=O)(=O)c1ccc(CN2CCN3C(=O)N(c4ccccc4)C[C@H]3C2)cc1	15%[86.2 µM]
COC(=O)c1cc(NC(=O)CCc2c(C)nc3c4c(C)cc(C)nc4nn3c2C)cc(C(=O)OC)c1	u
COc1ccc(-c2cc3ncc(C(=O)c4cc([N+](=O)[O-])ccc4O)cn3n2)cc1	-37%
CS(=O)(=O)c1ccc(CN2Cc3[nH]cnc3C[C@H]2C(=O)NCc2ccc(C(F)(F)F)cc2)cc1	-14%
Cc1nnc([C@@H]2CC(F)(F)CN2C(=O)c2ccc3ccccc3n2)o1	28%
S=C(NCCc1c[nH]c2ccccc12)Nc1cccc(Cl)c1	-11%
Nc1c(-c2nc(-c3ccc4c(c3)OCO4)cs2)c2ccccn2c1C(=O)c1ccc(Cl)cc1	-18%
COCCCNC(=O)C(=O)Nc1c2c(nn1-c1cccc(Cl)c1)CSC2	u
NCc1cccc(-c2ccc(O)cc2)c1	u

Next structures.
SMILES	KDM5B inh
Cc1c(CC(=O)N2CCCC2)c(=O)oc2c(C)c(O)ccc12	171%[activator]
Cc1noc(C)c1-c1cc2c(cc(C)n2C)c(NCCN(C)C)n1	u
COc1ccc(OC)c(N(CC(=O)NCC2CCCO2)S(=O)(=O)c2ccccc2)c1 (stereo not given)	-15%
COc1ccc(S(=O)(=O)NCC(c2cccs2)S(=O)(=O)c2ccc(C)cc2)cc1F (stereo not given)	-13%
CC(C)CN(C(=O)c1cc(-c2ccco2)nc2ccccc12)c1c(N)n(CC(C)C)c(=O)[nH]c1=O	u
Cc1ccc(S(=O)(=O)c2nc(S(C)(=O)=O)sc2N(C)Cc2ccccc2)cc1	-13%
Cc1cnn(C2(C(=O)O)CCN(C(=O)CCc3cnn(C)c3)CC2)c1	9%
CCc1ccccc1NC(=O)c1cc(C2CC2)nc2ccccc12	11%
Cc1ccc(C)c(S(=O)(=O)N2CCN(C(=O)Cc3c(C)nn(C)c3C)CC2)c1	16%
O=C(CCN1C(=O)/C(=C/c2ccccc2Cl)SC1=S)NNC(=O)c1ccccc1O	-13%
COc1ccc(C2=NOC(C(=O)Nc3cc(C)nn3-c3ccccc3)C2)cc1 (stereo not given)	7%
CCCCCC(=O)Nc1ncc2c(n1)CC(c1cccs1)CC2=O (stereo not given)	-1%
CCOC(=O)c1ccc(NC(=O)CCCn2c(=O)c3cccn3c3ccccc32)cc1	-22%
Cc1cccc(CC(=O)N2CCC3(CC2)CC(OCC2CC2)CCO3)c1 (stereo not given)	5%
CC1=C[C@@H](CNC(C)C)[C@H](C(C)C)C[C@H]1Cc1nnc(-c2ccc([N+](=O)[O-])cc2)o1	-16%[86.2 µM]
O=C1NC(=O)C(CCC(=O)N2CCCN(Cc3ccccn3)CC2)N1 (stereo not given)	u
COc1ccc(-c2nc3cc(NC(=O)COc4ccccc4Cl)ccc3o2)cc1	-24%
CCCS(=O)(=O)N1CCCC(Cn2c(C3CC3)nc3cccnc32)C1 (stereo not given)	-8%
Cc1ccc(C(C(=O)N2CC(n3nc(C)cc3C)C2)N(C)C)cc1 (stereo not given)	33%[activator]
O=C1[C@@H]2C[C@@H](CN2C(=O)c2cncnc2)Oc2ccccc2N1Cc1ccccc1	-1%[86.2 µM]
Cc1sc(NC(=O)CC(C)(C)C)c(C#N)c1C	-28%
CN(C)c1ccc(S(=O)(=O)N2CCCCC2)cc1NC(=O)C1CCN(c2ccc(C#N)cn2)CC1	2%
COc1ccc(C2Cn3nnc(C(=O)N4CCC(C(=O)NCCc5cccs5)CC4)c3CO2)cc1 (stereo not given)	3%
O=C(c1cc2ccc3cccnc3c2[nH]1)N1CCN(c2ccccc2)CC1	-12%
Cc1ccccc1Nc1c(-c2ccc(Br)o2)nc2ccc(Cl)cn12	u

Remaining list, next part:
SMILES	KDM5B inh
Fc1ccc(N/N=C/c2ccc(Br)cc2)c(F)c1	-3%
COCCNC(=O)c1ccc2c(c1)NC(C)(COc1ccc(OC)cc1)CO2 (stereo not given)	35µM*
CCn1ncc(N2CCCC(CC(=O)NCCc3ccccn3)C2)cc1=O (stereo not given)	2%
Cc1csc2nc(COc3ccc(NC(=O)COc4ccccc4F)cc3)cc(=O)n12	-39%
O=C(Nc1ccc(C(F)(F)F)cc1)C1CCN(c2nc3ccccc3o2)CC1	26%
CCOC(=O)c1c(C)nc2c(c1-c1cc(OC)ccc1OC)C(=O)CC(C)(C)C2	-3%
CNC(=O)[C@@H]1C[C@H](Oc2ccccc2)CN1C(=O)c1cnccn1	36%[activator]
CCCN(C)C(=O)c1ccc(-c2nnc3ccc(NC(=O)C4CCC4)cn23)cc1	22µM*
Cc1ccnc(SC(C(=O)c2ccccc2)c2ccccc2)n1 (stereo not given)	19%
Cc1cn2cc(C(=O)N3CCCCC3c3ccc(F)cc3)ccc2n1 (stereo not given)	u
Cc1cccc(N(C)C(=O)CCS(=O)(=O)c2ccc3c(c2)oc(=O)n3C)c1	-9%
CCOc1cc(C(=O)NC2CCN(c3cc(-c4ccc(F)cc4)[nH]n3)C2)cc(OCC)c1OCC (stereo not given)	u
Clc1ccccc1C1Cn2cnc(-c3nc(-c4cccnc4)no3)c2CO1 (stereo not given)	-7%
COc1cc(OC)cc(C(=O)Nc2cccc(-c3nncn3C)c2)c1	14%
O=C(NC1CCCCCC1)c1ccc2c(c1)sc1nc(-c3ccc(F)cc3)cn12	-53%
O=C(CSc1nc(-c2ccccc2)cc(=O)[nH]1)Nc1ccc(Br)cc1	-8%
COc1cc(C(=O)Nc2nonc2-c2ccc(Cl)cc2)cc(OC)c1OC	u
Cc1ccc(-c2cc(C(=O)NC3=NCCS3)c3ccccc3n2)s1	u
O=C(NCc1ccc(Cl)cc1)C(=O)NCC(c1ccco1)S(=O)(=O)c1cccs1 (stereo not given)	-2%
CC(C)[C@@H](N)C(=O)N1CCC(n2nccc2NC(=O)c2ccccc2)CC1	u
O=C(CSc1ccc2ccccc2n1)NC1CCS(=O)(=O)C1 (stereo not given)	9%
COc1cccc(CN2C[C@@H](CO)[C@H](C(=O)NC3CC3)C2)c1OC	-24%
Cc1cccc(C(=O)NC2CCSC2=O)c1 (stereo not given)	-2%
Cc1ccccc1COC(=O)c1nn(Cc2ccccc2)c(=O)c2ccccc12	17%
Cc1ccc(C(NC(=O)Cc2cccs2)C(=O)Nc2ccc3c(c2)OCCO3)cc1 (stereo not given)	-11%

Reformatted comma-delimited: part of the list above
smiles,KDM5B inh
CCOc1cc(C(=O)NC2CCN(c3cc(-c4ccc(F)cc4)[nH]n3)C2)cc(OCC)c1OCC (stereo not given),u
Clc1ccccc1C1Cn2cnc(-c3nc(-c4cccnc4)no3)c2CO1 (stereo not given),-7%
COc1cc(OC)cc(C(=O)Nc2cccc(-c3nncn3C)c2)c1,14%
O=C(NC1CCCCCC1)c1ccc2c(c1)sc1nc(-c3ccc(F)cc3)cn12,-53%
O=C(CSc1nc(-c2ccccc2)cc(=O)[nH]1)Nc1ccc(Br)cc1,-8%
COc1cc(C(=O)Nc2nonc2-c2ccc(Cl)cc2)cc(OC)c1OC,u
Cc1ccc(-c2cc(C(=O)NC3=NCCS3)c3ccccc3n2)s1,u
O=C(NCc1ccc(Cl)cc1)C(=O)NCC(c1ccco1)S(=O)(=O)c1cccs1 (stereo not given),-2%
CC(C)[C@@H](N)C(=O)N1CCC(n2nccc2NC(=O)c2ccccc2)CC1,u
O=C(CSc1ccc2ccccc2n1)NC1CCS(=O)(=O)C1 (stereo not given),9%
COc1cccc(CN2C[C@@H](CO)[C@H](C(=O)NC3CC3)C2)c1OC,-24%
Cc1cccc(C(=O)NC2CCSC2=O)c1 (stereo not given),-2%
Cc1ccccc1COC(=O)c1nn(Cc2ccccc2)c(=O)c2ccccc12,17%
Cc1ccc(C(NC(=O)Cc2cccs2)C(=O)Nc2ccc3c(c2)OCCO3)cc1 (stereo not given),-11%

Next part
SMILES	KDM5B inh
COc1ccc(Cc2nc3nccc(-c4ccc(OC)cc4F)n3n2)cc1	28µM*
O=C(O)C1CCC(CNS(=O)(=O)c2ccc(Br)cc2)CC1 (stereo not given)	20%
CCc1noc(-c2cn(C3CCN(C(=O)c4ccc(C)cc4C)C3)nn2)n1 (stereo not given)	-20%
CCOC(=O)CSc1nnc2n(CC)c(=O)c3c(n12)-c1ccccc1CC31CCCCC1	0%
COCC(=O)N[C@@H]1CN(C2CCOCC2)CC[C@@H]1CO	-26%
COc1ccc(-c2oc3ncn4nc(-c5ccccc5Cl)nc4c3c2-c2ccc(OC)cc2)cc1	-13%
CCC1CCCCN1CCCNC(=O)CN1C(=O)CSc2ccc(S(=O)(=O)N3CCOCC3)cc21 (stereo not given)	-7%
COc1cc(NC(=O)Nc2ccc(Cl)c(Cl)c2)c(C(=O)O)cc1OC	u
COc1ccccc1NC(=O)c1c(C)cc(C)nc1SCC(=O)c1ccc(Cl)cc1	u
O=C1NC2(CCCN(C(=O)Cc3ccccc3)C2)Oc2ccccc21 (stereo not given)	-5%[86.2 µM]
Cc1cccc(CC(=O)N2[C@@H]3CC[C@H]2CC(NC(=O)c2ccncc2)C3)c1 (stereo not given in full)	7%
COc1cc(/C=C2\C(=N)N3N=CSC3=NC2=O)ccc1OS(=O)(=O)c1ccccc1[N+](=O)[O-]	u
CCOc1ccccc1NC(=O)C(CC(C)C)NS(=O)(=O)c1ccc2c(c1)oc(=O)n2C (stereo not given)	-19%
Cc1cccc(N2CCN(C(=O)c3oc(=O)c4ccccc4c3-c3ccccc3)CC2C)c1 (stereo not given)	u
